CAL PDZ FP-1 = CAL PDZ peptide-binding inhibitors, primary screen, biochemical, fluorescence polarization, Cer-tagged CAL PDZ, HTS; Golgi-associated PDZ and coiled-coil motif-containing protein (Homo sapiens), Q9HD26; AID 504414, 2011; purified CAL PDZ, TMR-peptide fluorescence polarization, 1 h; inhibition, % at 20 µM; 330,000 compounds, 0.02% hits;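 active means highest replicate inhibition of at least 40%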;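 further: plate controls were DMSO neutral control wells for no effect and unlabeled competitor peptide control wells for full effect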
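Assay system – tagged CAL PDZ protein CerCALP, purified · Timing – 1 h at RT · Compound – single point, 20 µM · Measured by – fluorescence polarization from S- and P-plane intensities, G-factor corrected · Evaluation – inhibition from polarization loss · Probe or stimulus – TMR reporter peptide T*-PRC34 · Buffer or medium – pH 7.4 phosphate-saline buffer, reducing agent, detergent, IgG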
Rtt109 Vps75 = inhibitors of C. albicans Rtt109/Vps75 HAT, primary screen, biochemical, ThioGlo CoA-SH fluorescence, plate reader | AID 540336, 2011 | inhibition, % at 34.9 µM | 330,000 compounds, 0.16% hits | Histone acetyltransferase RTT109 (Candida albicans (strain SC5314 / ATCC MYA-2876)), … | purified Rtt109/Vps75, 4 h;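 active means inhibition of at least 50% in every replicate; inconclusive means best replicate reaches 50% inhibition but some replicates fall short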
CAL PDZ FP-2 = untagged CAL PDZ binding inhibitors, primary screen, biochemical, fluorescence polarization, HTS; Golgi-associated PDZ and coiled-coil motif-containing protein (Homo sapiens), Q9HD26; purified CAL PDZ, TMR-peptide fluorescence polarization, 1 h; inhibition, % at 24.9 µM; 300,000 compounds, 0.92% hits; AID 602252, 2012;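 active means mean inhibition of at least 30% with at least half of replicates also reaching 30%; inconclusive means no clear call, values can overlap the other calls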;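 further: 0% = DMSO neutral control and 100% = excess unlabeled competitor peptide PRC23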
MITF act = activators of MITF-driven TRPM1 promoter reporter, primary screen, cell-based, SK-MEL-5, luciferase, single point; SK-MEL-5 TRPM1-promoter luciferase, 24 h; % of positive control, neutral wells = 0; activation, % at 12.5 µM; 300,000 compounds, 0.75% hits; AID 588334, 2011;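 active means mean activation of at least 80% with every replicate also reaching 80%; inconclusive means mean reaches 80% but some replicate falls short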;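 further: 0% = neutral control wells and 100% = parthenolide positive control wells; values of inactives mirror those of a sister screen read the other way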
cardiac RTF act = cardiac RTF calcium sensitivity activators, primary screen, biochemical, IANBD-TnC fluorescence, EC20 calcium; Troponin I, cardiac muscle (Homo sapiens) + Troponin T, cardiac muscle (Homo sapiens) + …; activation, % at 7.2 µM; IANBD-labeled TnC RTF fluorescence at EC20 calcium; 0% EC20 calcium, 100% full calcium; 340,000 compounds, 0.24% hits;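 active means activation above the mean over all tested compounds plus 3 SD, cut at about 30% in these data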;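 further: rise in fluorescence read as greater calcium sensitivity of cardiac thin filaments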
CDK5 p35 inh = inhibitors of human CDK5/p35 kinase, primary screen, biochemical, single concentration. Recombinant CDK5/p35, ADP-Glo luminescence, 60 min. Cyclin-dependent kinase 5 (Homo sapiens) + Cyclin-dependent kinase 5 activator 1 (Homo …. inhibition, % at 10 µM. 330,000 compounds, 0.01% hits;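 active means highest replicate inhibition of at least 50% and at least 75% of replicates reaching 50%; inconclusive means only one of the two criteria met; inactive means both criteria failed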;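 further: plate controls were DMSO neutral control for no effect and GW8510 at 10 µM for full effect; many of its hits are not listed in these tables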
Target sequence (Q00535 whole entry, looked up): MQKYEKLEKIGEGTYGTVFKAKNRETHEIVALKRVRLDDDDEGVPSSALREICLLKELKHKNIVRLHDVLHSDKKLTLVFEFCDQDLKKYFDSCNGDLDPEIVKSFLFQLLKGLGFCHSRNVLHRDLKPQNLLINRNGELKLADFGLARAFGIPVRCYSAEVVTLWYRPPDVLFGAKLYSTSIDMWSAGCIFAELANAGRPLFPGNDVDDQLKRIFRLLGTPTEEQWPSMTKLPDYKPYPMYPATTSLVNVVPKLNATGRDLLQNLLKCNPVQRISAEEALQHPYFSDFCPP
Target sequence (Q15078 whole entry, looked up): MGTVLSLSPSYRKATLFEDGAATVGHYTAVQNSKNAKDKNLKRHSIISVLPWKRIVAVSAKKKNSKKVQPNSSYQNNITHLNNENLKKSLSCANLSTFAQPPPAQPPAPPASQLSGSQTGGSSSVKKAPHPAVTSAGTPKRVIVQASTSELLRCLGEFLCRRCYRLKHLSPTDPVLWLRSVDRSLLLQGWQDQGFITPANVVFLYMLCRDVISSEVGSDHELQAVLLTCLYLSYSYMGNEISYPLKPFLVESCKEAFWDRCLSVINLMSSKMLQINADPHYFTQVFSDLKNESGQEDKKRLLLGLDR
V-ATPase pH = regulators of yeast V-ATPase proton pumping, primary screen, pHLuorin cytosolic pH fluorescence; S. cerevisiae; response, % at 10 µM; 350,000 compounds, 0.37% hits; in the data active means response mostly above about 7.3%, no sharp cut-off; inactive means mostly below about 5.4%; further: actives read high; inactives centre near 0; some compounds called inactive have numbers as strong as hits; reference of the scale not given here
Tat transport = E. coli Tat export inhibitors, primary screen, MC4100, TorA-mCherry reporter, fluorescence, single point; inhibition, % at 10 µM; 340,000 compounds, 0.036% hits; AID 488895, 2010;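 active means mean replicate inhibition at least 50% and at least half of replicates individually reaching 50%; inconclusive means only one of the two criteria met; inactive means neither criterion met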;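 further: exported cargo escapes ClpAP degradation while cytoplasmic cargo is degraded and loses fluorescence; 0% = median of neutral control wells and 100% = median of NaSCN control wells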
dFosB activator = activators of delta FosB homodimer, primary screen, biochemical, fluorescence polarization, TAMRA-CDK5 oligo, single point; purified delta FosB; percent of positive-control signal above neutral wells; activation, % at 25 µM; 340,000 compounds, 0.99% hits; AID 493131, 2011;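 active means mean activation above about 17%, with every replicate also reaching it, limit read from the data, passing the limit was not always enough; inconclusive means only one of the two conditions met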;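 further: fluorescence polarization rise as delta FosB binds a TAMRA Cdk5 AP-1 oligo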
Target sequence (P13346 whole entry, looked up): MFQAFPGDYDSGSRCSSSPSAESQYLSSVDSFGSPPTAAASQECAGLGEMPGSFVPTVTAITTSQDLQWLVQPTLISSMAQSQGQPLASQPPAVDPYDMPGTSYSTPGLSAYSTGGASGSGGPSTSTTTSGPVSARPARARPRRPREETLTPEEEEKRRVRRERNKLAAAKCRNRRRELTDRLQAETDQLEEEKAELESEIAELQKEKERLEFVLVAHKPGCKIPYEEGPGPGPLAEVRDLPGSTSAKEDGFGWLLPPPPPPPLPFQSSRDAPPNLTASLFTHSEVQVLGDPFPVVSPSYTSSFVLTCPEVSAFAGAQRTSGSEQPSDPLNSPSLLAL
Wnt bcat act = Wnt/beta-catenin pathway activators, primary screen, cell-based, plate reader, single point. activation, % at 9.35 µM. 300,000 compounds, 1.2% hits. Wnt/beta-catenin reporter cell assay, activator; in the data active means activation above about 30%, passing the limit was not always enough; inconclusive means no clear call, values can overlap the other calls;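 further: 0% = neutral control wells and 100% = positive control wells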
* marks the source's active call; other numbers are inactive results; ? = inconclusive; nt = not tested or not shown.

Values run as follows: CAL PDZ FP-1, Rtt109 Vps75, CAL PDZ FP-2, MITF act, cardiac RTF act, CDK5 p35 inh, V-ATPase pH, Tat transport, dFosB activator, Wnt bcat act
> Cc1ccc(N2C(=O)C3C4C=CC(CNC(=S)N5CCN(c6ccccc6)CC5)(O4)C3C2=O)cc1 (stereo unspecified)
 : -1.3, 1, 0, -3, -4, -2.5, 12, 5, 7, 0
> O=C(Nc1cccc(C(F)(F)F)c1)c1csc(-c2ccncc2)n1
 : -2.2, ?, 6, 15, 2, -0.1, 1, -2, -22, -2
> Cc1cnc(C(=O)OCC(=O)NCc2ccc(Cl)cc2)cn1
 : 0.2, 1, 13, nt, -1, -1.6, 7, -20, 3, -2
> CN(Cc1ccc(F)cc1)C(=O)c1cccc(S(=O)(=O)N2CCN(Cc3ccccc3)CC2)c1
 : -2.1, ?, -3, -3, -8, 2.1, -4, 9, -5, -4
> CC(C)(CO)Nc1ncnc2onc(-c3ccc(F)cc3)c12
 : -1.7, 5, -4, -2, -1, 2.7, 5, -4, -13, 1
> O=C(NCc1ccccc1)C(c1cccnc1)N(C(=O)c1ccccn1)c1ccccc1F (stereo unspecified)
 : -3.0, 7, -5, -11, 5, -1.4, -3, -9, 0, 5
> COC(=O)c1cccc(NC(=O)Cn2cnc3ccccc3c2=O)c1
 : -1.1, 4, -2, 4, -6, 0.5, 2, 1, -9, -2
> CC(=O)c1ccc(C(=O)N(C)C2CCCN(Cc3ccccc3F)C2)s1 (stereo unspecified)
 : -2.2, -12, -9, 3, -1, -0.6, 4, -2, -1, 3
> COc1cc(/C=C2\C(=N)N3N=C(C(C)C)SC3=NC2=O)ccc1OCCOc1ccc(NC(C)=O)cc1
 : -2.9, 0, -2, -5, -5, -6.1, 3, 11, -13, 0
> COCCCn1c(C2CCCCC2)nc2oc3cc(OC)ccc3c(=O)c2c1=O
 : -1.9, 2, -3, nt, 2, 0.5, 1, -1, -15, nt
> CS(=O)(=O)c1ccc(C(=O)NCCN2C(=O)S/C(=C\c3cccnc3)C2=O)cc1[N+](=O)[O-]
 : 16, 0, -3, -68, 0, -0.8, 0, -1, -12, -9
> CC(C)Oc1ccc(C(=O)O)cc1
 : 1.4, -4, -2, 10, -5, 6.9, 0, 1, -6, 1
> O=[N+]([O-])c1cc(/C=N/O)ccc1Oc1cccc(Cl)c1
 : -1.3, 1, -3, -12, -1, 0.1, 3, -4, -8, 1
> Cc1cccc(NC(=O)CSc2nnc(C)c(=O)n2N)c1
 : -6.3, -1, -5, -4, 8, 1.4, -3, 5, -8, 0
> CCOC(=O)C1=C(C)N=c2s/c(=C\c3ccc(C(=O)O)cc3)c(=O)n2C1c1ccc(OC)cc1OC (stereo unspecified)
 : -1.4, 4, -6, nt, -2, -0.2, 5, -10, 0, 0
> C=CCNC(=O)CC1C(=O)NCCN1Cc1c(F)cccc1Cl (stereo unspecified)
 : -2.0, nt, -1, -6, -1, -1.6, -1, -2, -3, -5
> CC(NC(=O)c1cc(F)c(F)c(F)c1F)c1ccc(-n2ccnc2)cc1 (stereo unspecified)
 : -3.3, -7, 3, -13, 1, -2.9, -5, 0, -3, -1
> CSc1ccccc1NC(=O)C1=COCCO1
 : -0.4, -5, 4, 6, -1, 1.1, 0, 4, -1, 0
> CC(C)Cn1cc(C(=O)NCc2cccs2)c2c3ccccc3n(C)c2c1=O
 : -1.7, -19, nt, 2, 6, 0.9, -5, -2, 0, nt
> Cn1c(CSCc2ccc(Cl)cc2)n[nH]c1=S
 : -0.2, 3, -1, 7, 1, 4.4, 0, -6, -2, 0

An excerpt of these results, with the structure last:
CAL PDZ FP-1 | Rtt109 Vps75 | CAL PDZ FP-2 | MITF act | cardiac RTF act | CDK5 p35 inh | V-ATPase pH | Tat transport | dFosB activator | Wnt bcat act | smiles
-2.9 | 0 | -2 | -5 | -5 | -6.1 | 3 | 11 | -13 | 0 | COc1cc(/C=C2\C(=N)N3N=C(C(C)C)SC3=NC2=O)ccc1OCCOc1ccc(NC(C)=O)cc1
-1.3 | 1 | 0 | -3 | -4 | -2.5 | 12 | 5 | 7 | 0 | Cc1ccc(N2C(=O)C3C4C=CC(CNC(=S)N5CCN(c6ccccc6)CC5)(O4)C3C2=O)cc1 (stereo unspecified)
-2.0 | nt | -1 | -6 | -1 | -1.6 | -1 | -2 | -3 | -5 | C=CCNC(=O)CC1C(=O)NCCN1Cc1c(F)cccc1Cl (stereo unspecified)

Continuation.
Values run as follows: CAL PDZ FP-1, Rtt109 Vps75, CAL PDZ FP-2, MITF act, cardiac RTF act, CDK5 p35 inh, V-ATPase pH, Tat transport, dFosB activator, Wnt bcat act
> Cc1cc(-c2nc3ncccc3o2)ccc1N
 : -2.1, -82, 0, 80, 0, 0.5, 2, -1, -3, nt
> CCOc1ccc(N2C(=O)C3C(c4ccc(O)cc4)NC(CCSC)(C(=O)OC)C3C2=O)cc1 (stereo unspecified)
 : 0.0, -2, 1, 9, 3, 0.2, -1, -2, 3, -1
> COc1cccc(/C=N/N2CCOCC2)c1O
 : -0.7, -14, -3, 47, 1, 5.7, 0, -2, -2, 20
> COc1ccccc1NC(=O)C1CC(O)CN1C(=O)Oc1ccccc1 (stereo unspecified)
 : -3.2, 0, -3, -1, 0, 1.0, -3, -3, -12, 0
> N#C/C(=C/c1ccc(N2CCCCC2)o1)C(=O)NCCc1c[nH]c2ccccc12
 : -1.1, -8, 0, -8, 99*, -0.9, 1, 2, -8, -3
> NC(=O)CC(NC(=O)c1ccc(Br)cc1)c1ccc(N2CCCCCC2)c([N+](=O)[O-])c1 (stereo unspecified)
 : 0.5, 13, -2, 26, -4, 1.0, -13, 3, 3, -6
> CN(C)S(=O)(=O)c1ccc(NC(=O)CCNC(=O)c2ccco2)cc1
 : -1.0, -5, -3, 3, -5, -2.6, 3, 5, 3, 0
> CC(C)COc1ccc(C(=O)Nc2sc3c(c2C(=O)O)CC(C)(C)OC3)cc1
 : -0.7, 8, -5, 3, 1, -1.1, -1, -11, -7, -3
> CCCCN(C(=O)c1cccc(S(=O)(=O)N2CCOCC2)c1)c1c(N)n(CCC)c(=O)[nH]c1=O
 : -1.0, -2, 0, 7, 2, 0.6, 1, -10, -2, -13
> NC(=S)N/N=C/c1cccc(Br)c1
 : 1.2, -31, 8, -5, 0, 1.3, 3, -3, 2, 0
> O=C(O)CCC(=O)CCC(=O)c1ccccc1
 : -1.1, -5, -20, 2, 6, -2.4, -1, -9, -3, -6
> COc1ccc(CC(=O)Nc2ccc(-c3noc(COc4ccccc4C)n3)cc2)cc1
 : -0.3, -10, 0, -11, -2, 0.4, -4, -11, 12, nt
> Cc1sc2nc(CN(C(=O)NC3CCCCC3)C3CCCC3)[nH]c(=O)c2c1C
 : -2.4, -5, 6, -13, 2, -1.7, 0, 2, -1, -2
> O=C1ON=C(c2ccccc2)/C1=C/c1ccco1
 : -0.7, 4, -1, -41, 3, -0.7, 15, 10, -9, 0
> C=CCOc1c(Cl)cc(CNCCC)cc1Cl
 : 0.3, -6, -2, nt, -1, 1.9, 2, -7, 4, nt
> CN(CC(=O)Nc1ccccc1Cl)C(=O)CSc1nc2ccccc2s1
 : -1.7, 2, -3, -1, 3, -0.7, -1, -13, -9, -1
> CCN(CC)S(=O)(=O)c1cc(NC(=O)CCCOc2ccc(C(C)=O)cc2)ccc1C
 : -2.6, 2, -4, -6, -3, 0.6, -1, 11, -11, -3
> CC(=O)N(C(C)=O)c1ncnc2c1c(-c1ccc(Cl)cc1)nn2C(C)(C)C
 : -1.0, -2, 3, -3, 3, -0.2, 1, 0, -9, 0
> CCn1c(SCc2ccc(C)cc2)nnc1-c1nn(-c2ccccc2)ccc1=O
 : -2.5, 2, -4, nt, -1, 0.5, 1, 0, -9, -2
> CCOC(=O)Cn1ccc(-c2ccccc2)c(C#N)c1=O
 : -1.8, 2, 2, 11, -4, 1.5, 1, -1, 0, -1

(more compounds)
smiles	CAL PDZ FP-1	Rtt109 Vps75	CAL PDZ FP-2	MITF act	cardiac RTF act	CDK5 p35 inh	V-ATPase pH	Tat transport	dFosB activator	Wnt bcat act
COc1ccc(C(C)(C)C)cc1NC(=O)COC(=O)CN1C(=O)NC2(CCCCC2C)C1=O (stereo unspecified)	0.1	6	52*	7	-2	-2.0	-4	-2	-9	-7
Cc1ccc(NS(=O)(=O)c2ccc(C(=O)NC3CCN(Cc4ccccc4)CC3)cc2)cc1	-0.1	-5	nt	-20	-9	-1.4	-1	1	-4	-3
CC(CCn1cccn1)NC(=O)c1cc(COc2ccc(F)cc2Cl)on1 (stereo unspecified)	-1.3	1	3	-7	-1	1.4	-5	-3	-3	-1
CCNC(=S)N(Cc1cc2cc(C)ccc2[nH]c1=O)C1CCCC1	-2.9	23	-3	15	-1	-1.4	1	-3	-14	nt
CC(/C=N/NC(=O)c1ccncc1)=C\c1ccc(C(C)C)cc1	-3.9	-6	-2	67	0	-0.2	0	3	-5	nt
